SSB-PriA inh = inhibitors of Klebsiella pneumoniae PriA binding to SSB C-terminal tail, primary screen, biochemical, AlphaScreen; AlphaScreen SSBct-PriA binding, biotinylated peptide; PriA–SSB C-terminal tail interaction (Klebsiella pneumoniae); inhibition, % at 33 µM; actives 0.6% (n = 430,000); in the data active = inhibition mostly above about 37%, no sharp cut-off; inactive = mostly below about 20%;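 note: plate controls were negative control peptide for no effect and reference peptide for full effect; strong numbers were not always called active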
* = called active by the depositor; i = inactive; & = joins results of further samples. Not all compounds are listed (hit frequency here may not be typical).

compound	SSB-PriA inh
CSc1nc(=O)cc(N)n1-c1ccccc1	-4
O=C(O)c1cccc(-c2ccc(C=NNC(=O)c3cccnc3)o2)c1	-12
Cc1noc(C)c1CN1N=C(c2ccccc2)c2ccccc2S1(=O)=O	16
O=C(Cn1cccc(-c2nc(-c3ccc(Cl)cc3)no2)c1=O)N1CCN(c2ccccc2F)CC1	2
O=C(Nc1cnc2ccnn2c1)c1ccccc1F	2
COc1ccc(C(=O)C=CNc2cc(C)on2)c(OC)c1	2
Cc1cc(Br)c(S(=O)(=O)NCc2ccccn2)cc1C	7
CC(=O)c1cccc(NC(=O)CCn2nc(C)c(Br)c2C)c1	-8
Cc1cc(C)n(-c2nc3c(c(=O)n2CC(=O)NCc2ccccc2Cl)CCC3)n1	-8
O=C(NCCN1CCC(c2cccs2)CC1)Nc1ccccc1F	-2
COc1ccc(S(=O)(=O)Nc2ccc3c(c2)N(C(=O)C2CCCC2)CC3)c(C)c1	15
Cn1nc(-c2ccccc2NC(=O)CN2C(=O)CCC2=O)ccc1=O	-12
O=C(NCc1ccncc1)C(=O)NC[C@@H](c1ccco1)N1CCN(c2ccccc2)CC1	-5
CN(C)S(=O)(=O)c1ccc(C(=O)N2CCN(Cc3nc(C4CC4)cs3)CC2)cc1	1
CC12CCC(CC1=NN=C1NC(=O)/C(=C\c3cccc(Br)c3)S1)C2(C)C (stereo not given)	23
O=C(c1ccccc1F)N1CCN(c2ccc(-c3ccccn3)nn2)CC1	108*
CCOC(=O)N1CCN(C(=O)CSc2ccc(NC(=O)c3ccccc3F)nn2)CC1	1
O=C(c1cccc(Cl)c1)N1CCC(Oc2ccccn2)CC1	-12
O=C(Cn1c(C2CC2)nc2c(cnn2-c2ccccc2)c1=O)Nc1ccc2c(c1)OCCO2	0
COc1ccc(C(=O)C(C)=NO)cc1OC	-9
O=C(CSc1nnc(NC(=O)C2CC2)s1)Nc1ccc(C(F)(F)F)cc1	-15
CCc1ccccc1NC(=O)c1cc(S(=O)(=O)N2CCN(c3ccccc3)CC2)ccc1F	-9
Cc1ccccc1-c1nsc(SCC(=O)Nc2cc(C(F)(F)F)ccc2Cl)n1	0
COCCN(Cc1ccoc1)S(=O)(=O)c1ccccc1Cl	-3
CCOC(=O)c1sc(NC(=O)c2cccc(Cl)c2)nc1-c1ccccc1	-4
CCOc1ccc(C(=O)Nc2c3c(nn2C)CCC3)cc1	-28
Clc1ccc(-c2csc3ncnc(Sc4nnnn4-c4ccccc4)c23)cc1	-5
Cc1cccc(C)c1NC(=S)N=CN(C)C	-9
CC(C)CCn1c(=O)c2ccccc2n2c(=O)n(CC#N)nc12	-3
CSCCC(C)(O)CNC(=O)COc1ccccc1F (stereo not given)	-11
Cc1noc(Cc2ccccc2NC(=O)c2ccc(-n3cccc3)cc2)n1	-12
CCOC(=O)c1c(NC(=O)C(=O)NN=Cc2ccc(O)c(OC)c2)sc2c1CCCCC2	-4
O=C(CSc1nnc(-c2ccccc2)n1-c1ccc(Cl)cc1)NN=Cc1ccco1	-10
O=C(CN1CCN(c2ccc(F)cc2)CC1)Nc1ccc(Br)cc1	-9
Cc1oncc1C(=O)NC1CCC(Oc2ncccn2)CC1 (stereo not given)	-2
O=C(CCSc1nnnn1-c1ccccc1)Nc1cccc(-c2nc3ccccc3s2)c1	3
CCOc1ccc(S(=O)(=O)NC2CCS(=O)(=O)C2)cc1 (stereo not given)	-18
O=C(Cc1ccccc1[N+](=O)[O-])NC1C=CS(=O)(=O)C1 (stereo not given)	5
COc1ccc(CCC(=O)N2CCN(c3ccc(-c4ccc(F)cc4)nn3)CC2)cc1	-12&1
CCc1ccccc1NC(=O)c1csc2c1CCC(C)C2 (stereo not given)	1
CS(=O)(=O)N1C2CCC1CC(NC(=O)Cn1cnc3ccccc31)C2 (stereo not given)	-4
O=C(NCC1CCN(C(=O)c2cccnc2)CC1)c1ccc(Cl)s1	-14
O=C(Nc1nc(-c2cc(Cl)ccc2Cl)cs1)c1cc(=O)c2ccccc2o1	-17
Cc1nc(-c2cccc(NC(=O)c3c[nH]c(=O)n(Cc4ccccc4F)c3=O)c2)cs1	-8
COc1cc(C=NNC(=O)C(=O)NCC2CCCO2)ccc1O (stereo not given)	-2
CC(=O)C(N=Nc1ccc2c(c1)OCO2)=C(C)O	1
COc1ccc(NC(=O)CC(C)=NNC(=O)c2ccco2)c([N+](=O)[O-])c1	-1
O=C(NCc1ccc(C(=O)c2ccco2)s1)C(=O)Nc1ccon1	-16
O=C(CSc1nnc2ccc(-c3ccncc3)nn12)Nc1ccc(F)cc1F	-4
NC(=NOC(=O)CCCc1ccccc1)c1ccc([N+](=O)[O-])cc1	0
Cc1nc2oc(-c3ccccc3)nc2cc1NC(=O)c1cc(-c2ccc(F)cc2)nn1C	-14
O=C(Nc1ccc(S(=O)(=O)Nc2nccs2)cc1)c1ccc(-n2cncn2)nn1	2
CCN(CC)Cc1c(C(=O)NN=Cc2cccc3ccccc23)nnn1-c1nonc1N	-2
O=S(=O)(CCCOc1ccc(F)cc1)NCc1c(F)cccc1F	-5
Cc1cc(C(=O)Nc2c(C(N)=O)oc3ccccc23)nn1C	-4
NC(=NNC(=O)c1cccc(F)c1)c1cc2ccccc2oc1=O	-7
O=C(c1cc2ccccc2s1)N1CCC(Oc2cccnn2)C1 (stereo not given)	8
COc1ccc(-n2c(C)nc3ccc(NC(=O)c4cccs4)cc3c2=O)cc1	16
c1ccc(OCCCn2c(C3CC3)nc3ccccc32)cc1	-12
COc1cccc(Sc2ccc(N3CCC(C(=O)NCCC4=CCCCC4)CC3)nn2)c1	3

Further compounds follow:
compound	SSB-PriA inh
COc1ccccc1NC(=O)NNC(=O)c1ccc(=O)n(Cc2ccc(C)cc2)c1	-5
Cc1ccccc1Oc1ccc2noc3c2c1C(=O)c1ccccc1-3	4
Cc1ccc(-c2cc(=O)n(CC(=O)NCc3ccncc3)cn2)cc1	3
CCOc1ccccc1NC(=O)Nc1ccc2c(c1)CN(C(=O)c1ccccc1)CC2	3
O=C(c1ccco1)N1CCC(c2nnc(-c3ccc(F)cc3)o2)CC1	-9
O=C(NCc1ccccc1Cl)C(=O)NCC(O)(c1ccccc1)C1CC1 (stereo not given)	-7
O=C(Nc1ccsc1-c1nc(C2CC2)no1)c1ccc(Cl)s1	-13
O=C(Cn1cnc2c(-c3ccccc3)csc2c1=O)N1CCCCC1	-11
O=C(Nc1onc2c1CCCC2)c1cnn2c1OCCC2	-9
Clc1ccccc1[C@@H]1COCCN1	-4
O=C(NCc1ccc(C(=O)c2ccco2)s1)C(=O)NC1CCCC1	3
O=C(NCCc1csc(-n2cccn2)n1)c1ccccc1Cl	-15
O=C(NCCN1CCN(C(=O)c2ccc(Cn3ccnc3)cc2)CC1)c1ccc2c(c1)OCO2	-19
COc1ccc(Cl)cc1NC(=O)C(=O)Nc1ccc2c(c1)OCO2	14
Cc1c(C(=O)NCc2nnc(SCC(=O)N3CCCc4ccccc43)n2-c2ccc(F)cc2)cccc1[N+](=O)[O-]	14

Copied from the entries so far, 3 compounds:
compound	SSB-PriA inh
CSc1nc(=O)cc(N)n1-c1ccccc1	-4
O=C(O)c1cccc(-c2ccc(C=NNC(=O)c3cccnc3)o2)c1	-12
Cc1noc(C)c1CN1N=C(c2ccccc2)c2ccccc2S1(=O)=O	16

More compounds follow.
compound	SSB-PriA inh
CCOC(=O)c1c(NC(=O)c2c(F)cccc2F)sc2c1CCN(C(=O)OCC)C2	-12&-7
COc1ccc(OC)c(C2CC(c3ccc(NS(C)(=O)=O)cc3)=NN2C(=O)c2ccco2)c1 (stereo not given)	20
Cc1ccc(Cc2nnc(NC(=O)C3CC3)o2)cc1C	-2&-1
O=C(Nc1ccc(Cl)c(N2CCCS2(=O)=O)c1)C(=O)NC1CCCC1	-8&-8
CCN1C(=Cc2cc[n+](C)cc2)C=Cc2cc(C)ccc21	2
CN(CC(=O)Nc1ccccc1F)S(=O)(=O)c1cccc2cnccc12	-7
CCCS(=O)(=O)N1CCC2(CC1)CC(=O)c1ccccc1O2	4
O=C(O)c1cc(C2CC2)nc2onc(C3CC3)c12	3
CCn1nc(C)cc1C(=O)N(CC1CCCO1)c1nc2c(OC)ccc(OC)c2s1 (stereo not given)	12
O=C(c1cnccn1)N1CCC(Oc2cnccn2)C1 (stereo not given)	-25
O=C(COc1ccc(Cl)cc1Cl)Nc1nnc(-c2ccc(Cl)cc2Cl)s1	-16
Cc1cccc(N=Cc2nc(-c3ccccc3Br)oc2O)n1	6
O=c1ccc(-c2ccccc2)nn1CCCNS(=O)(=O)c1ccccc1C(F)(F)F	-5
O=C(NC1CC(O)C(CO)C1)c1ccc(F)cc1Cl (stereo not given)	-18
CCOc1ccc(NC(=O)CSC2=Nc3cc(C)c(C)cc3N=C(CC(=O)OC)C2)cc1	-7
CCOc1ccc(C(=O)Nc2cc(C(=O)N3CCOCC3)cn(C)c2=O)cc1	8
C[C@@H](Cc1ccoc1)NC(=O)CCc1ccccc1F	-16
FCCCOc1ccc(C=NOCc2ccc(Cl)cc2)cc1	-29
O=C(c1c[nH]c(=O)n(Cc2ccccc2F)c1=O)N1CCN(c2ccccc2F)CC1	-14
O=c1cccc2n1C[C@@H]1C[C@@H]2CN2CCCC[C@@H]12	0
Cc1nn(CC(=O)Nc2ccccc2F)c(=O)c2c1cnn2-c1cccc(Cl)c1	0
CS(=O)(=O)N1CCCc2ccc(NC(=O)C(=O)NC[C@@H](c3cccs3)N3CCOCC3)cc21	-4
CC(=NNC(=O)CCCC(=O)O)c1c(-c2ccccc2)c2cc(Cl)ccc2[nH]c1=O	6
Cc1ccc(/C=C/S(=O)(=O)N2CCC(S(C)(=O)=O)CC2)cc1	6
Nn1c(-c2ccncc2)nn2c(=O)c3ccccc3nc12	4
Cn1c(SCC(=O)Nc2cccc(C#N)c2)nc2c(-c3ccccc3)c[nH]c2c1=O	2
COc1cc(S(=O)(=O)N2CCN(c3nc(C)cc(N4CCCCC4)n3)CC2)c(C)cc1C	-15
Cc1cc(C)cc(S(=O)(=O)c2cc3cc(Cl)ccc3oc2=O)c1	6
O=C(NN=Cc1cccs1)c1cccc(NC(=O)c2ccccc2Cl)c1	7
COc1ccc(C(=O)NN=Cc2cccc3cccnc23)cc1	80*

Fetched by compound from above:
compound	SSB-PriA inh
Cc1cc(C)n(-c2nc3c(c(=O)n2CC(=O)NCc2ccccc2Cl)CCC3)n1	-8
O=C(CCSc1nnnn1-c1ccccc1)Nc1cccc(-c2nc3ccccc3s2)c1	3

Ordered by formula weight (lowest first): some entries from above
compound	SSB-PriA inh
Cc1cc(C)cc(S(=O)(=O)c2cc3cc(Cl)ccc3oc2=O)c1	6
O=C(c1c[nH]c(=O)n(Cc2ccccc2F)c1=O)N1CCN(c2ccccc2F)CC1	-14
COc1cc(S(=O)(=O)N2CCN(c3nc(C)cc(N4CCCCC4)n3)CC2)c(C)cc1C	-15
CS(=O)(=O)N1CCCc2ccc(NC(=O)C(=O)NC[C@@H](c3cccs3)N3CCOCC3)cc21	-4

Continuation.
compound	SSB-PriA inh
Cc1c(-c2nc(-c3ccc(Cl)cc3)cs2)nnn1-c1ccccc1	-3
N#Cc1c(N=Cc2cccs2)sc2c1CCC2	-1
CN(C)C[C@H]1COCCN1C(=O)Cc1ccccc1Cl	-8
O=C(c1ccccn1)N1CCN(c2cc(-n3cccc3)ncn2)CC1	-3
CCC(C)Sc1oc(-c2ccc(F)cc2)nc1S(=O)(=O)c1ccc(Cl)cc1 (stereo not given)	-14
CSc1ccccc1C(=O)N(Cc1ccoc1)Cc1cccs1	3
Cc1cc(C)c(S(=O)(=O)NN=Cc2ccc([N+](=O)[O-])o2)c(C)c1	-4
O=C(c1ccco1)N1CCc2ccc(NS(=O)(=O)Cc3ccccc3Cl)cc21	12
CSc1ccccc1NC(=O)NC1CC(=O)N(c2ccc(C)cc2)C1 (stereo not given)	-2
O=C1c2cccc3cccc(c23)C(=O)N1CCCSc1nnc(-c2cccc(S(=O)(=O)N3CCCCCC3)c2)o1	-21&4
CC(C)(C)C(=O)N1CCc2ccc(NC(=O)c3cc4ccccc4oc3=O)cc21	3
O=C(Cn1cnc2c(c1=O)CCCC2)Nc1cc(C(F)(F)F)ccc1Cl	14
O=C(O)c1ccc(C(=O)Nc2ccc(Br)cc2C(=O)c2ccccc2)cc1	19
COc1ccccc1C1CC(c2ccc(NS(C)(=O)=O)cc2)=NN1c1nc(-c2ccccc2)c2cc(Cl)ccc2n1 (stereo not given)	-9
O=C(CSc1nncc2ccccc12)NCc1ccco1	3
CN1CCOc2ccc(NS(=O)(=O)Cc3ccccc3)cc2C1=O	-6
CO[C@@H](CNC(=O)CCc1ccc(C(F)(F)F)cc1)c1ccccc1C	-11
COc1ccc(-c2coc3cc(OCc4ccccc4F)ccc3c2=O)cc1OC	-9
CCC(=O)Nc1ccc(S(=O)(=O)Nc2ccc3nc(C)n(-c4ccc(OC)cc4)c(=O)c3c2)cc1	-3
CCOc1ccc2c(c1)c1nnc(-c3ccc(OC)cc3)c-1cn2Cc1ccccc1	-3
COc1ccccc1CCNC(=O)Cc1csc2nc(-c3ccc(Cl)cc3)cn12	-12
CC(=O)OCC1OC2OC(C)(C)OC2C2OC(C)(C)OC12 (stereo not given)	2
CC(=NNC(=O)c1cccnc1)C1=C(O)CC(C)(C)CC1=O	-11
O=C(CSc1nc(NC(=O)c2ccco2)c(NC(=O)c2ccc(F)cc2)c(=O)[nH]1)NC1CCCC1	0&3
Cc1cc(C(=O)Nc2cc(Cl)ccc2Cl)c(C)o1	-11
Cc1ccccc1/C=N/N=C1NC(=O)CCS1	i
Cc1nnc2c(=O)n(CC(=O)N3CCCCC3)c3ccccc3n12	-9

Assay outcomes from PubChem.
